PLC-beta3 inh = human PLC-beta3 inhibitors, primary screen, biochemical, fluorescence; AID 720704, 2013; 370,000 compounds, 0.18% hits; Purified PLC-beta3, fluorogenic substrate; inhibition, % at 12.2 µM; in the data active means inhibition above about 11%;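 further: 0% = median of compound wells on plate and 100% = full blocker control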
ADAM10 inh = human ADAM10 inhibitors, primary screen, biochemical, QFRET, HTS. recombinant ADAM10, EDANS/DABCYL FRET peptide cleavage, 3 h. 370,000 compounds, 0.62% hits. inhibition, % at 7 µM. Disintegrin and metalloproteinase domain-containing protein 10 (Homo sapiens), O14672;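 active means inhibition above a per-campaign cutoff equal to the mean of compounds falling between control-based bounds plus 3 SD, cut at about 20% in these data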;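 further: 0% = DMSO wells while the 100% control is not disclosed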
ADAM17 inh = ADAM17 inhibitors, primary screen, biochemical, QFRET. inhibition, % at 6.95 µM. AID 720648, 2013. Disintegrin and metalloproteinase domain-containing protein 17 (Homo sapiens), P78536. recombinant ADAM17, EDANS/DABCYL FRET peptide cleavage. 370,000 compounds, 0.83% hits;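 active means inhibition above the mean of compounds lying between control limits plus 3 SD, set per campaign, cut at about 8.5% in these data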;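 further: 0% = DMSO-only wells as the low control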
PLCg1 inh = PLC-gamma1 enzyme inhibitors, primary screen, biochemical, fluorescence, purified enzyme; fluorogenic substrate; inhibition, % at 12.2 µM; 370,000 compounds, 0.84% hits; in the data active means inhibition above about 9.5%
Target sequence (P19174 whole entry, looked up): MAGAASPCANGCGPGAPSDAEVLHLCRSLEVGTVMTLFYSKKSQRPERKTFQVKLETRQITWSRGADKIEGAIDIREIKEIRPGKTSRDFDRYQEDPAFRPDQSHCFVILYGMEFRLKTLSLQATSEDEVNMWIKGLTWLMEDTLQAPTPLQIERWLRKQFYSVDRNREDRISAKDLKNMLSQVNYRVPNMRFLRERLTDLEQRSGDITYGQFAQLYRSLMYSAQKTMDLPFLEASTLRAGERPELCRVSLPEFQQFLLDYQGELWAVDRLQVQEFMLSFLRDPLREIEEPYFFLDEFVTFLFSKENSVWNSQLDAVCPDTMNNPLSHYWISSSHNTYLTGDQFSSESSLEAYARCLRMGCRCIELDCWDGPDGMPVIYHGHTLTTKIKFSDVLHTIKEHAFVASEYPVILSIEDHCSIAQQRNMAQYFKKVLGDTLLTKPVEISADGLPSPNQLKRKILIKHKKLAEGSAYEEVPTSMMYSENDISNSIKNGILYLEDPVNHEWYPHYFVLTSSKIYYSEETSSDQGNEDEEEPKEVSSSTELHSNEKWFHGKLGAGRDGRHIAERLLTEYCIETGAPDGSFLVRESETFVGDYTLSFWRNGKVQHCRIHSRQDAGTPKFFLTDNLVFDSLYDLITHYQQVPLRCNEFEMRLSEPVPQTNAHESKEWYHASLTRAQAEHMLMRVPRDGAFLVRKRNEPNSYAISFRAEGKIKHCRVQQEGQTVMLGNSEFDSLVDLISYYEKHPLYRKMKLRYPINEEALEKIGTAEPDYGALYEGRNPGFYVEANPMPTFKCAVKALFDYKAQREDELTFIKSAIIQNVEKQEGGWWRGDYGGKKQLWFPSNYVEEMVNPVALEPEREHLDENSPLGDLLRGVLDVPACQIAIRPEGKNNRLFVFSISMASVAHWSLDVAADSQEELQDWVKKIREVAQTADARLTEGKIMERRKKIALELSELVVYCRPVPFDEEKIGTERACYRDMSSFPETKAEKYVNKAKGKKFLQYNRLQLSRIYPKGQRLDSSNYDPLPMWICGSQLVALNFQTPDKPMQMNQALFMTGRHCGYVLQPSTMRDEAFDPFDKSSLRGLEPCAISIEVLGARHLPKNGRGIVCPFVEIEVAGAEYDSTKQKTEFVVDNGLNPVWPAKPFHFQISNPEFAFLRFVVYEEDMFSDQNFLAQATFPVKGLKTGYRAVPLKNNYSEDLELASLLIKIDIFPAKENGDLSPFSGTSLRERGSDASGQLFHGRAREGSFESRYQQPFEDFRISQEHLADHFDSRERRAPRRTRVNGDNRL
TDP2 inh = human TDP2 enzyme inhibitors, primary screen, biochemical, epi absorbance, recombinant enzyme. Tyrosyl-DNA phosphodiesterase 2 (Homo sapiens), O95551. T5PNP hydrolysis, p-nitrophenol absorbance 415 nm. inhibition, % at 12.8 µM. 370,000 compounds, 0.34% hits. AID 720702, 2013;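 active means inhibition above the mean of all tested compounds plus 3 SD, set per campaign, cut at about 25% in these data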;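 further: 0% = DMSO with enzyme and 100% = buffer with substrate but no TDP2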
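System – recombinant human TDP2 · Quantity – TDP2 enzyme at 120 nM final · Doses – single concentration, 12.8 µM nominal, with 1% DMSO · Incubation – 2 h at 37 °C · Measured by – epi absorbance of p-nitrophenol freed from T5PNP by hydrolysis · Read-out – % inhibition relative to enzyme-containing and enzyme-free wells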
Tn6 DDE FP = inhibitors of Tn6 peptide binding to fibrin DD(E), primary screen, biochemical, fluorescence polarization, human fibrin, Tn6 probe | Fibrin DD(E) TRITC-Tn6 fluorescence polarization displacement | 370,000 compounds, 0.21% hits | AID 720509, 2013 | Fibrinogen beta chain (Homo sapiens), P02675 | inhibition, % at 8.3 µM;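 active means inhibition above a per-campaign cutoff: mean of compounds within control limits plus 3 SD, cut at about 15% in these data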;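 further: 0% = median of all compound wells on the plate and 100% = blocking peptide control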
DDE Tn7 FP inh = inhibitors of Tn7 peptide binding to fibrin DD(E), primary screen, biochemical, fluorescence polarization, human fibrin, Tn7 probe; Fibrinogen beta chain (Homo sapiens), P02675; FP displacement of FITC-Tn7 peptide from fibrin DD(E); 0% = median of compound wells per plate; inhibition, % at 8.3 µM; 370,000 compounds, 0.13% hits; AID 720508, 2013;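 active means inhibition above the mean of compounds falling within the control limits plus 3 SD of them, cut at about 14% in these data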;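 further: 0% = plate median of compound wells and 100% = 10 µM Aha-Tn7 peptide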
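Measure: % inhibition scaled between sample-field median and high-control FP; Test system: human fibrin DD(E); Quantity: 2 µM final DD(E) protein; Doses: one dose, 8.3 µM nominal; Schedule: compound with protein 10 min, then 3 h after probe, room temperature; Detection: fluorescence polarization; Medium: Tris buffer with calcium and detergent, pH 7.8.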
ARFGAP1 inh = inhibitors of rat ARFGAP1 GAP activity, primary screen, biochemical, fluorescence polarization, GDP tracer. ADP-ribosylation factor GTPase-activating protein 1 (Rattus norvegicus), Q62848. Arfgap1-stimulated ARF1 GTP hydrolysis, GDP FP detection. inhibition, % at 16.5 µM. 360,000 compounds, 0.26% hits. AID 651572, 2012;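 active means inhibition above a per-plate limit, mean inhibition of low control wells plus 3 SD, cut at about 25% in these data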;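 further: 0% = DMSO wells with enzyme and 100% = wells lacking Arfgap1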
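Assay system: purified rat His6-Arfgap1 residues 1-136 (GAP domain); Reagent: human Δ17 ARF1 bound to GTP; Dosing: 16.5 µM single point, 1.26% DMSO; Times: GTP hydrolysis reaction 2 h at 25 °C; Signal: FP, GDP Alexa 633 tracer displaced from anti-GDP antibody, 620/688 nm; Measure: % inhibition from polarization.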
SIAE primary = human SIAE inhibitors, primary screen, biochemical, fluorescence polarization, FP-Rh probe, 1536-well HTS | SIAE FP-Rh probe binding | inhibition, % at 9.66 µM | 370,000 compounds, 0.69% hits | AID 1053197, 2014;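 active means inhibition above a cutoff: mean of compounds within the control limits plus 3 SD of those, cut at about 17% in these data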;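 further: 0% = plate median of compound wells and 100% = probe without SIAE protein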
ASAP1 GAP inh = inhibitors of human ASAP1 ArfGAP activity, primary screen, biochemical, fluorescence polarization; Arf-GAP with SH3 domain, ANK repeat and PH domain-containing protein 1 (Homo sapiens), …; ASAP1-stimulated ARF1 GTP hydrolysis, GDP FP detection; inhibition, % at 16.5 µM; 360,000 compounds, 0.19% hits; in the data active means inhibition above about 25%;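 further: 0% = vehicle with enzyme and substrate and 100% = no enzyme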
* marks the source's active call; other numbers are inactive results; i = inactive.

SMILES	PLC-beta3 inh	ADAM10 inh	ADAM17 inh	PLCg1 inh	TDP2 inh	Tn6 DDE FP	DDE Tn7 FP inh	ARFGAP1 inh	SIAE primary	ASAP1 GAP inh
CC(=O)NC(C)(c1ccccc1)c1nc(/C=C/c2ccccc2)cs1 (stereo not given)	1	-2	-3	4	3	0	-4	-5	-1	-8
CS(=O)(=O)Nc1ccc([N+](=O)[O-])cc1Oc1ccccc1	7	7	-3	0	2	-1	-2	-1	5	5
COc1ccccc1-c1cn[nH]c(=S)n1	-9	0	0	-3	2	1	-5	10	-6	5
COC(=O)c1ccc(NC(=O)Nc2ccc(OC)cc2)cc1	3	4	-4	2	0	-1	8	3	1	-4
CCc1noc(C)c1C(=O)N(C)CC(=O)Nc1ccccc1Br	-2	-1	0	0	2	1	-3	6	-1	0
C=CCc1ccc(OCCCN2CCCC(C)C2)c(OC)c1 (stereo not given)	0	-6	-9	3	17	-5	0	2	1	1
COc1cccc(/C=N/c2nc3ccccc3[nH]2)c1O	-3	-14	-5	-1	7	-7	0	7	5	4
CCOc1ccc2[nH]c(=O)c(C(c3nnnn3C3CCCCC3)N3CCN(CC)CC3)cc2c1 (stereo not given)	-129	i	-125	-85	8	4	2	-5	6	1
CC(C)c1ccc(OCC(=O)NNC(=S)NC(=O)c2cccs2)c(Br)c1	-10	2	-2	-6	6	-9	2	-9	4	-4
CC1(C)CC(NC(=O)Nc2ccc([N+](=O)[O-])cc2)CC(C)(C)N1	-2	-1	-6	1	1	6	-2	-2	5	-13
CCCCNC(=O)c1onc(CSc2ccccc2)c1C(=O)NCCCC	0	9	2	0	-11	9	0	-17	0	-2
CCOc1ccc(-n2c(O)cc(=O)[nH]c2=O)cc1	-8	-9	-3	-3	8	5	-4	12	3	-7
Cc1ccc(S(=O)(=O)NCC(=O)OCCOc2ccccc2F)cc1	-5	-8	0	-2	2	-2	2	-11	1	10
O=C(CN1CCN(c2ccc(F)cc2)CC1)N1N=CCC1c1ccccc1 (stereo not given)	-3	2	-7	0	4	1	5	3	0	8
CC1(C)CC(=O)C2=C(C1)Nc1[nH]c(=S)[nH]c(=O)c1C2c1ccccc1 (stereo not given)	-34	-172	-51	-30	-17	4	-5	0	-14	12
CC(=O)N1CCN(C(=O)c2cccc(S(=O)(=O)N3CCN(c4ccccc4)CC3)c2)CC1	2	0	0	4	6	-1	-7	-8	-4	24
COc1cccc(NC(=S)N(CCc2c(C)[nH]c3ccccc23)Cc2ccco2)c1	-83	-25	0	-60	-5	-4	5	0	6	-1
CC(=O)Nc1cnc(-c2ccc(O)cc2C)cn1	1	-1	-1	1	-2	-3	0	-3	1	16
CC(C)[C@H](NC(=O)N1CC(=O)Nc2ccccc21)C(=O)N[C@H](C(=O)O)c1ccccc1	-10	-13	-7	-5	-18	7	8	-5	3	-13
Cc1ccc(C(=O)Nc2c(C(=O)NCc3ccco3)cnn2-c2ccccc2)cc1	-2	2	-5	-1	5	-1	6	-5	-5	-4
Cc1csc(NC(=O)/C=C/c2ccc3c(c2)OCO3)n1	-29	0	-1	-21	0	-10	4	3	-7	-2
CCCCOC(=O)Nc1nnc(CC)s1	2	4	0	1	5	-2	4	2	1	-12
Cc1ccc(S(=O)(=O)N(C)C)cc1NC(=O)COc1ccc(-c2nnco2)cc1	-2	-2	-2	3	2	0	-3	1	1	-9
COc1ccccc1N1CCN(C(=O)C2CC2)CC1	-3	0	-6	2	-2	2	11	-2	-18	2
Cc1ccc(C)c(S(=O)(=O)N2CCN(C(=O)Cn3cnc4c3c(=O)n(C)c(=O)n4C)CC2)c1	-1	-3	0	1	14	2	-4	6	-3	8
Cc1ccc(Nc2nc3ccccc3o2)cc1F	2	8	2	3	-3	-1	-4	13	-5	22
CCOC(=O)c1c(NC(=O)COC(=O)Cc2n[nH]c(=O)c3ccccc23)sc(C(=O)NC)c1C	-3	-2	-1	-1	-3	-2	-7	4	-5	6
CCc1cc2c(-c3ccccc3)cc(=O)oc2cc1OCC(=O)NCC1CCC(C(=O)O)CC1 (stereo not given)	2	5	-1	3	-6	-4	0	7	-11	5
Cc1c(NC(=O)c2ccc(Br)o2)cccc1C(=O)O	6	0	-4	0	15	4	0	18	0	4
Cc1ccc(CCNC(=O)NC(C)(C)C)cc1	0	-1	-5	2	0	-4	4	2	0	3
COc1ccc(S(=O)(=O)Nc2cc3c4c(c2)CCN4C(=O)CC3)cc1OC	-5	-4	-3	-2	17	8	3	1	3	2
Cc1ccc(C)c(N2CCN(S(=O)(=O)c3cccc4cccnc34)CC2)c1	0	7	-2	2	0	-1	2	-4	-5	8
CC(C)CCn1c(SCc2ccc(Cl)cc2)nc2c1c(=O)[nH]c(=O)n2C	0	9	0	4	-4	5	-6	-4	-1	1
CC1(C)CC(=O)C2=C(C1)N(CCN1CCOCC1)C1=C(C(=O)CC(C)(C)C1)C2c1ccc(Cl)c([N+](=O)[O-])c1	-11	-12	-7	-5	-11	-5	-3	3	-1	-12
CCOc1cc2c(cc1OCC)C(C(=O)O)C(c1cc(OC)c(OC)c(OC)c1)N(C)C2=O (stereo not given)	-8	-4	-3	-4	1	-3	-1	-4	-3	14
Cn1c(=O)[nH]c2sc3c(c2c1=O)CC(C)(C)OC3	2	-7	-5	-1	7	8	-8	3	-1	7
O=C(CNCc1ccc(Cl)cc1)Nc1cccc(C(=O)O)c1	0	-4	-8	-4	0	1	2	5	-3	-1
O=S(=O)(NC1C2CC3CC(C2)CC1C3)c1ccccc1 (stereo not given)	-3	-9	4	7	2	0	-3	8	1	9
O=C(Nc1ccccc1)c1cccc(S(=O)(=O)Oc2ccc([N+](=O)[O-])cc2)c1	0	6	8	0	-9	-5	6	-8	-17	9
CN1[C@@H](CC(=O)c2ccccc2)CCC[C@H]1C[C@H](O)c1ccccc1	2	-2	-2	-2	-10	5	-3	-1	-6	-1
CC(OC(=O)CCNS(=O)(=O)c1cccs1)C(=O)Nc1ccc(S(N)(=O)=O)cc1 (stereo not given)	-4	-10	0	0	0	5	-2	-1	5	-7
CCOC(=O)CSc1ccc(S(=O)(=O)N(C)C2CCCCC2)cc1[N+](=O)[O-]	7	24*	6	3	-10	-4	-5	4	3	-9
COc1ccc(CN(C)CC(=O)Nc2ccccc2C(=O)NC2CC2)cc1OC	-2	-12	-2	-2	-4	3	5	5	-3	-16
CCCCCn1c(N)c(-c2nc3ccccc3o2)c2c([N+](=O)[O-])nn(CC)c(=O)c21	-2	-15	-3	-1	-10	1	0	-2	4	6
O=C(Nc1ccccc1[N+](=O)[O-])C1(c2ccccc2)CCOCC1	-3	-5	-1	0	7	1	-2	-3	-4	8
CC(=O)c1csc(CS(=O)(=O)c2ccccn2)n1	-6	-1	-2	-3	1	-1	-3	6	3	14
COc1cc(OC)nc(C(NC(=O)C2CCN(Cc3ccc(Oc4ccccc4)cc3)CC2)c2ccc(F)cc2)n1 (stereo not given)	1	-14	-3	0	5	2	8	-5	9	-1
O=C(NCCCN1CCOCC1)/C(=C/c1ccc(-c2cccc([N+](=O)[O-])c2)o1)NC(=O)c1ccccc1	3	-5	0	3	-2	-3	0	-2	-1	7
CN1CCN(S(=O)(=O)c2ccc(Oc3ccc(Br)cc3F)nc2)CC1	-2	-12	-2	-2	-22	1	3	3	-3	4
Cc1ccc(Nc2nc(CSc3nnc(-c4ccncc4)n3-c3ccccc3C)cs2)cc1	1	10	5	4	-4	-4	-1	-5	3	-6
Cc1c(/C=N/NC(N)=O)c2ccccn2c1C(=O)c1ccncc1	-3	-3	-4	2	-2	7	2	2	5	-5
Cc1cccnc1C1=NOC(Cc2ccccc2)C(=O)N1Cc1ccccc1F (stereo not given)	0	16	2	3	-12	3	-6	-6	4	26*
O=C(CN1CCCCCC1)Nc1ccc([N+](=O)[O-])cc1Br	-8	0	-4	1	4	-1	-3	-6	4	-4
Cc1ccc(NC2Nc3cc(C)nn3S2)c(C)c1 (stereo not given)	-3	-1	2	-1	-10	-4	0	6	2	-7
CCOc1ccc(C(C)NC(=S)NCc2ccc(Cl)cc2)cc1 (stereo not given)	1	10	3	5	-8	-11	-2	2	-10	7
Cc1nn(-c2ccccc2)c(C)c1C(=O)OCC(=O)Nc1ccc(C(N)=O)cc1	1	-3	0	-2	7	2	3	-2	-3	-5
CCn1c(=O)c2sccc2n2c(CCCC(=O)NCc3cccnc3)nnc12	-5	-6	-5	1	1	-3	-2	3	-3	1
Cc1ccc(C)c(N2CCN(C(=O)c3ccc(Cn4c(=O)[nH]c5ccccc5c4=O)cc3)CC2)c1	0	6	3	9	7	-2	3	2	-15	-3
O=C(COC(=O)c1ccc(S(=O)(=O)N2CCCCCC2)cc1)NCc1ccc(F)cc1	-3	-2	0	1	-2	4	-3	3	-4	8
CCOC(=O)C1(CCOC)CCN(CC(C)Cc2ccc3c(c2)OCO3)CC1 (stereo not given)	-2	-3	0	1	10	1	2	1	1	3
Cc1cccc(NC(=O)CSCC(=O)NCc2cccc(C(F)(F)F)c2)c1	-8	-4	2	0	-9	8	4	11	-7	3

High-throughput results deposited in PubChem by The Scripps Research Institute Molecular Screening Center.
